EBI2 antag – EBI2 receptor antagonists, beta-arrestin recruitment, primary screen, cell-based, luminescence, 7a,25-OHC stimulation, uHTS; G-protein coupled receptor 183 (Homo sapiens), P32249; 7a,25-OHC stimulated; inhibition, % at 5 µM; 360,000 compounds, 0.81% hits; in the data active = inhibition above about 38%;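 note: enzyme fragment complementation signal reports receptor beta-arrestin coupling in cells; 0% = agonist plus DMSO wells and 100% = wells without agonist; some results beyond the cut were filed as inactive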
Target sequence (P32249 whole entry, looked up, the tested form may be a part): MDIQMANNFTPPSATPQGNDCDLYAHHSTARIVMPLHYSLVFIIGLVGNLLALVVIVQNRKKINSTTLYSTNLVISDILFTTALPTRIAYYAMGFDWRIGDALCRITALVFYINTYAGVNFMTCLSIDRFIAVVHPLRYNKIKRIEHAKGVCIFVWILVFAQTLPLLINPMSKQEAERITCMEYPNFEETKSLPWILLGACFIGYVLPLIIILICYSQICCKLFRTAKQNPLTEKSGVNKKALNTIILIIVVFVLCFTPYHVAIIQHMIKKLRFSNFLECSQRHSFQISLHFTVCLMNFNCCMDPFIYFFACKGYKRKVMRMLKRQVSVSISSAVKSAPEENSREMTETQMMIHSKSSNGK
697 NFkB inh – inhibitors of PMA/ionomycin-induced NF-kB reporter, 697 cells, primary screen, B-cell NF-kB inhibitor project, cell-based, luminescence, uHTS; 697 B-cell NF-kB luciferase reporter, 16 h; inhibition, % at 4 µM; 330,000 compounds, 0.33% hits; in the data active = inhibition above about 35%
Jurkat NFkB inh – inhibitors of induced NF-kB luciferase reporter, primary screen, TCR NF-kB activation inhibitor project, cell-based, luminescence, uHTS; Jurkat, PMA/ionomycin-induced NF-kB luciferase reporter; inhibition, % at 4 µM; 330,000 compounds, 0.53% hits; AID 435003, 2010; in the data active = inhibition above about 50%
Gli-Sufu antag – Gli-Sufu pathway antagonists, primary screen, luciferase luminescence, Sufu-KO-LIGHT cells, uHTS | Sufu-KO-LIGHT fibroblasts, Gli luciferase reporter luminescence | inhibition, % at 5 µM | 340,000 compounds, 0.74% hits | AID 588413, 2011;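 active = inhibition above about 55%, limit read from the data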;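 note: 0% = DMSO-treated cells and 100% = wells with medium but no cells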
UBC13 polyUb – UBC13 polyubiquitin chain formation inhibitors, primary screen, biochemical, TR-FRET, uHTS. 330,000 compounds, 0.47% hits. Ubiquitin-conjugating enzyme E2 N (Homo sapiens), P61088. inhibition, % at 20 µM; in the data active = inhibition above about 45%, passing the limit was not always enough; inconclusive = no clear call, values can overlap the other calls
CCR6 antagonist – CCR6 receptor antagonists, primary screen, cell-based, CHO-K1, luminescence, beta-arrestin, uHTS; inhibition, % at 20 µM; 340,000 compounds, 0.49% hits; AID 493098, 2011; CHO-K1 CCR6 PathHunter beta-arrestin, CCL20-stimulated; C-C chemokine receptor type 6 (Homo sapiens), P51684;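 active = compounds whose inhibition of the agonist-driven luminescence signal at 20 µM reaches about 50%, limit read from the data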;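 note: cells stimulated with CCL20 at 14 nM final; plate controls were DMSO with CCL20 for no effect and DMSO without agonist for full effect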
CXCR6 inh – CXCR6 receptor inhibitors, primary screen, cell-based, beta-arrestin, luminescence, CHO-K1 PathHunter, 1536-well | C-X-C chemokine receptor type 6 (Homo sapiens), O00574 | inhibition, % at 20 µM | 360,000 compounds, 0.36% hits | AID 602244, 2012; in the data active = inhibition above about 34%, passing the limit was not always enough;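 note: antagonist mode with CXCL16 agonist at 10 nM final; 0% = 10 nM CXCL16 with DMSO and 100% = unstimulated wells without agonist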
Target sequence (O00574 whole entry, looked up): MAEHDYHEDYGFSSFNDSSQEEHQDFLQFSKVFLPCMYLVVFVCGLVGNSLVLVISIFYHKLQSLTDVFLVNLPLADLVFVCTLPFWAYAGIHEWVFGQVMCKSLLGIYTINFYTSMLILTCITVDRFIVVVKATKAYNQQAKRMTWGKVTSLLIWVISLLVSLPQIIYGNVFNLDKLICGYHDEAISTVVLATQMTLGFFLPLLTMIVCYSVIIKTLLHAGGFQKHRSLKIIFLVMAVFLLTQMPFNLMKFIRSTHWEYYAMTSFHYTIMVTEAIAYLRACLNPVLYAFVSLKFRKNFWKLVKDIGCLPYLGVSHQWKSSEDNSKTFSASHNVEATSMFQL
APJ antag – antagonists of human apelin receptor APJ, primary screen, CHO-K1 cells, beta-arrestin complementation, luminescence; inhibition, % at 20 µM; P35414; 330,000 compounds, 0.32% hits;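 active = inhibition above about 40% at 20 µM, limit read from the data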;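 note: cells challenged with 10 nM apelin-13 agonist together with compound; plate controls were apelin-13 plus DMSO wells for no effect and DMSO wells lacking apelin-13 for full effect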
Target sequence (P35414 whole entry, looked up): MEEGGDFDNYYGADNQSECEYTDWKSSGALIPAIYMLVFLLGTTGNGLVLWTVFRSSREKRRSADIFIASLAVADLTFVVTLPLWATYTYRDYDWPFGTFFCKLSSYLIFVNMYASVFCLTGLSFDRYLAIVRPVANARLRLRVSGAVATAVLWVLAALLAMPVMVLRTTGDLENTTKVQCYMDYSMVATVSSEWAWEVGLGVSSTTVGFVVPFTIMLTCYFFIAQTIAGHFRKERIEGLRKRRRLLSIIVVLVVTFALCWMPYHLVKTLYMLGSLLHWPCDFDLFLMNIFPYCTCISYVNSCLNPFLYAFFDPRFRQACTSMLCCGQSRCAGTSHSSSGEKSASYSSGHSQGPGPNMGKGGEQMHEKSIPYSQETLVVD
* hit, by the source's call; ? = inconclusive; · = not tested or not shown; & = joins results of further samples.

The line under a structure holds: EBI2 antag	697 NFkB inh	Jurkat NFkB inh	Gli-Sufu antag	UBC13 polyUb	CCR6 antagonist	CXCR6 inh	APJ antag
C=CCN(c1ccc(C(=O)NCCCn2ccnc2)cc1)S(C)(=O)=O
→ 3	1	-6	0	7	7	-2	19
COc1ccc(C(=O)CC(=O)C(=O)Nc2cc(OC)c(OC)c(OC)c2)cc1
→ -13	-4	7	4	-8	18	15	4
O=C(c1cc2ccccc2o1)N1CCN=C1SCc1cccnc1
→ -3	18	1	3	-4	19	1	-1
CC(C)(NC(=O)c1cc(Cl)c2ccccc2c1O)C(=O)O
→ -3	16	-7	3	-8	-3	11	-2
COc1ccc(-c2noc(CCC(=O)NCCCN3CCC(C)CC3)n2)cc1
→ -10	-13	-29	3	-6	-3	8	1
O=C(c1ccccc1)[C@H]1CC=CC[C@H]1C(=O)O
→ -5	16	13	-24	14	-2	-26	-1
O=C(NN=Cc1ccccc1Cl)c1ccc(-n2cnnn2)cc1
→ -1	-3	2	-3	-9	-5	-3	5
COc1ccccc1OCCOc1ccc(C(=O)c2ccccc2)cc1
→ 5	3	-15	16	13	9	10	4
Cc1ccc(NC(=O)CN(C)C(=O)CSc2nnc(N)s2)cc1
→ -9	22	9	-5	7	4	-8	-5
Cc1ccc(CS(=O)Cc2ccc(C(=O)N3CCN(c4ccc(F)cc4)CC3)o2)cc1 (stereo not drawn)
→ -9	-22	-10	0	-1	5	-3	8
COC(=O)c1cccc(S(=O)(=O)N2CCCCC2)c1
→ 8	18	-7	2	9	-9	2	15
Cc1nc(C)c(C(=O)NCCC(c2ccccc2)c2ccccc2)o1
→ 10	-13	2	1	0	20	-1	15
COc1cc(C2c3c(c(C)c(C)oc3=O)Oc3c(C)c(C)oc(=O)c32)ccc1OS(=O)(=O)c1ccc(C)cc1
→ 13	-5	23	24	-17	20	-5	7
Cc1nn(CC(=O)Nc2ccc3nc4n(c(=O)c3c2)CCCC4)c(C)c1[N+](=O)[O-]
→ -2	10	14	5	2	3	-1	11
CN(C)c1ccc(NC(=O)COC(=O)CCC(=O)c2ccc(F)cc2)cc1
→ -3	22	10	-3	6	8	-6	12
CCCN1C(=O)c2cc(C(=O)Nc3ccc(OC)cc3OC)ccc2C1Nc1ccc(OC)cc1OC (stereo not drawn)
→ 9	8	-1	18	2	7	4	-12
COc1ccc2c(c1)OC[C@H]1[C@@H]2N2C(=O)CNC(=O)[C@@]2(C)[C@H]1c1ccccc1
→ 6	4	15	-3	-2	-5	4	14
O=C(NCCN1CCCCC1)Nc1cccc(Cl)c1Cl
→ 1	3	-8	-1	4	7	-3	2
COc1ccc(OCc2cc(C(=O)N3CCN(CC4CC4)CC3)no2)c(Cl)c1
→ -2	-75	-47	-7	0	9	-4	7
O=C(Cc1c(Cl)cccc1Cl)OCc1ccccn1
→ 5	10	-4	-46	8	3	6	15
CC1Cc2ccccc2N1C(=O)c1cc2cccnc2n(C)c1=O (stereo not drawn)
→ -13	-1	5	-5	-5	-7	9	-5
O=[N+]([O-])c1ccc(NCCNc2ccc([N+](=O)[O-])cc2)cc1
→ 3	·	·	4	·	4	1	·
O=S(=O)(c1ccccc1)N1c2cc(Cl)ccc2Oc2nc3ccccc3nc21
→ -1	-30	-42	5	0	23	3	-4
CC1CCCN(S(=O)(=O)c2cccc(C(=O)NCc3ccco3)c2)C1 (stereo not drawn)
→ -3	12	-6	2	18	10	-4	13
CC(C)(C)OC(=O)n1cccc1/C=C1\c2ccccc2C(=O)N1c1ccccc1
→ -4	·	·	1	·	22	2	·
CCOc1ccc(N2CC(C(=O)Oc3ccccc3)CC2=O)cc1 (stereo not drawn)
→ 0	-5	-2	-7	-4	-4	5	2
COc1ccc2oc(C)c(C(=O)c3ccc([N+](=O)[O-])cc3)c2c1
→ 5	-16	-11	-4	-6	10	0	-33
Cc1ccccc1C(=O)N1CC(=O)Nc2ccc(F)cc2C1c1ccc(F)cc1 (stereo not drawn)
→ -8	2	-16	16	-2	1	6	7
CC(=O)N(NC(=O)c1ccc(C)cc1)C1CC(=O)N(c2ccccc2Cl)C1=O (stereo not drawn)
→ -18	19	-2	-1	0	-6	-2	3
COc1ccc(/C=C/C(=O)Nc2c(C)nn(C)c2C)cc1COc1ccc(Cl)cc1Br
→ 5	-5	-4	5	60*	7	11	0
COc1ccc(NC2CCCN(C(=O)CCc3ccccc3F)C2)cc1 (stereo not drawn)
→ -2	9	4	-4	2	17	6	4
Cc1ccc(-c2c(C(=O)N/N=C/C3CCCCC3)nnn2-c2nonc2N)cc1
→ -2	8	11	-9	0	-16	-12	-21
COc1cc([N+](=O)[O-])cc(/C=N/NC(=O)c2cc(-c3ccccc3)nc3ccccc23)c1O
→ 2	-46	-13	2	-40	30	12	1
CC(C)C(NC(=O)c1ccc(C(C)(C)C)cc1)C(=O)NCC(c1ccccc1)N(C)C (stereo not drawn)
→ 3	-5	9	5	8	-11	-6	1
Cc1sc2nc(COC(=O)c3ccc(O)cc3)[nH]c(=O)c2c1C
→ -10	15	-7	-3	-6	8	2	-6
Cc1onc(-c2c(F)cccc2Cl)c1C(=O)NCCc1ccc(S(N)(=O)=O)cc1
→ -3	29	5	2	6	-3	2	-13
CCCN(C(=O)CSc1ncccn1)C1CCS(=O)(=O)C1 (stereo not drawn)
→ -3	16	10	-1	8	6	3	-12
CC1CCc2nn(CC(=O)NCc3ccc(F)cc3)cc2C1 (stereo not drawn)
→ -13	6	21	4	8	4	-4	15
COc1ccc(NC(=O)CS(=O)c2ccc(Cl)c(Cl)c2)cc1 (stereo not drawn)
→ 5	-4	-1	5	-7	5	-3	17
Cc1ccccc1-n1nc(C)c2c1N=C1C(Cl)=CC(Cl)=CN1C2c1ccc(C(=O)O)cc1 (stereo not drawn)
→ 3	-28	14	16	-13	26	4	18
CC1CCCCC1NC1=NCCS1 (stereo not drawn)
→ -9	-8	-9	2	-1	2	3	12
O=C(CCCN=C1NS(=O)(=O)c2ccccc21)OCC(=O)c1ccc(F)c(F)c1
→ -6	7	7	7	6	6	3	-20
CCCCOc1ccc(C(=O)N/C(=C/C=C/c2ccccc2)C(=O)NCCCO)cc1
→ 2	-24	-15	-5	-8	10	2	16
CC1CCCC(C)N1C(=O)CSc1nnc(COc2ccc(F)cc2)o1 (stereo not drawn)
→ 14	-15	-1	-23	8	-3	-5	0
CCN(C(=O)c1ccnc(C(C)(C)C)c1)c1ccccc1
→ -2	14	-3	-4	-5	0	-11	17
CCC(C)NC(=O)c1cn(CC)c2ccc(S(=O)(=O)N3CCCCC3)cc2c1=O (stereo not drawn)
→ -8	11	10	-2	-6	3	6	8
O=C(NN=C1CCC(c2ccccc2)CC1)c1cc2c(s1)CCCC2 (stereo not drawn)
→ -2	22	4	12	-6	2	-5	-33
CCOc1cc(C2C(C#N)=C(N)SC(N)=C2C#N)ccc1OCCN1CCOCC1
→ 0	14	-6	0	?	1	1	9
COc1ccc(CN(C)CC(=O)Nc2cc(OC)c([N+](=O)[O-])cc2C)c(OC)c1
→ 12	-28	2	37	-10	6	2	1
CC1CCC2C(=O)N(c3cc(Cl)ccc3OC(=O)c3ccco3)C(=O)C2C1 (stereo not drawn)
→ -6	2	-2	-7	4	7	1	-16

Full records from above. Order of values: EBI2 antag, 697 NFkB inh, Jurkat NFkB inh, Gli-Sufu antag, UBC13 polyUb, CCR6 antagonist, CXCR6 inh, APJ antag
CCN(C(=O)c1ccnc(C(C)(C)C)c1)c1ccccc1 in the list: -2, 14, -3, -4, -5, 0, -11, 17
CCC(C)NC(=O)c1cn(CC)c2ccc(S(=O)(=O)N3CCCCC3)cc2c1=O (stereo not drawn) in the list: -8, 11, 10, -2, -6, 3, 6, 8
O=C(NN=C1CCC(c2ccccc2)CC1)c1cc2c(s1)CCCC2 (stereo not drawn) in the list: -2, 22, 4, 12, -6, 2, -5, -33

New compounds follow
The line under a structure holds: EBI2 antag	697 NFkB inh	Jurkat NFkB inh	Gli-Sufu antag	UBC13 polyUb	CCR6 antagonist	CXCR6 inh	APJ antag
C[C@H](CCC(=O)NCC(=O)O)[C@H]1CC[C@H]2[C@@H]3[C@H](O)C[C@@H]4C[C@H](O)CC[C@]4(C)[C@H]3C[C@H](O)[C@]12C
→ 1&-1&-9	2&12	6&-3	0&2&4	-10&2	0&3&-3	-5&-5&-2	-8&-8
Cn1ccsc1=NC(=O)c1ccc(CS(C)(=O)=O)cc1
→ -11	8	-20	-16	-8	-5	-1	4
COC(=O)c1ccccc1NC(=O)CSc1nccc(C)n1
→ 6	6	3	2	3	5	5	0
COc1ccc(O)c(/C=N/NC(=O)c2c(C)nnn2-c2nonc2N)c1
→ 3	3	17	27	-2	10	1	-28
O=C(Nc1ncccn1)c1ccc([N+](=O)[O-])cc1[N+](=O)[O-]
→ -7	2	-19	-3	-4	-11	-22	-8
O=S(=O)(Nc1ccccc1Cl)c1cc(NC(=S)NCCN2CCOCC2)ccc1Cl
→ 1	6	-10	-16	2	2	-1	-9
CC1CCc2c(ccc3ccccc23)C1=O (stereo not drawn)
→ 3	·	·	-1	·	3	-3	·
CCOC(=O)c1cc2c3ccccc3n(CC)c2nc1N
→ 11	5	-7	-9	2	-1	0	6
COc1ccc(-c2nc3ccccc3nc2-c2ccc(OC)c(OC)c2)cc1OC
→ 15	14	-4	6	14	14	-5	-5
Cc1ccc(CNc2nc3ccccc3n2C)o1
→ -17	-46	-49	-45	-3	-14	0	18
C=CCn1c(C(O)c2ccccc2)nc2ccccc21 (stereo not drawn)
→ 1	-25	-6	-11	-3	9	-3	13
CC(C)N1CCC(NC(=O)Nc2ccc3c(c2)OCO3)CC1
→ -2	2	-16	0	5	-2	-16	3
C=CCSc1nccc(=O)[nH]1
→ -5	-17	-5	0	-10	-11	5	20
c1ccc(C(c2ccccc2)c2noc(CN3CCN(CC4CC4)CC3)n2)cc1
→ 2	-2	13	-2	1	2	8	-5
CSc1[nH]c(=O)c(C(=O)O)cc1C#N
→ -1	3	11	6	1	-2	-1	-4
COc1ccc(-c2nc3cccc(C)n3c2NCc2ccco2)cc1OC
→ 3	-2	-8	·	13	21	6	8
COc1ccccc1C(CC(=O)O)NS(=O)(=O)c1ccc2c(c1)N(C(C)=O)CC(C)O2 (stereo not drawn)
→ 8	-9	-10	2	-5	3	0	12
O=C(CSc1nc2ccsc2c(=O)n1Cc1ccccc1)NCc1ccco1
→ 8	-7	1	2	50*	25	-1	20
Clc1ccc(Cn2ncc3c(NCc4ccccc4)ncnc32)cc1
→ 6	-28	56*	-8	8	19	-11	-16
CCOC(=O)c1ccc(CN2Cc3ccccc3C2=O)cc1
→ -9	-3	1	1	5	9	-10	12
CC1(C)CC(N2CCCC2)=CC(=[N+]2CCCC2)C1
→ -8	20	36	82*	-21	11	-3	7
Cc1ccccc1Cn1c(=O)n(CCC(=O)NCc2ccc3c(c2)OCO3)c(=O)c2ccccc21
→ 1	-15	15	3	1	8	1	3
O=C(NCC1CCCO1)C(c1cccs1)N(Cc1ccccc1Cl)C(=O)c1ccc(-c2ccccc2)[nH]1 (stereo not drawn)
→ 22	4	2	-1	9	15	-5	0
CN(C)C(CNS(=O)(=O)c1ccc(Br)cc1)c1cccnc1 (stereo not drawn)
→ -7	-7	9	2	0	1	-4	5
COc1ccc([N+](=O)[O-])cc1N(CC(O)CN(C)C)S(=O)(=O)c1ccc(C)cc1 (stereo not drawn)
→ 6	0	2	1	-3	-10	2	2
O=C(CSc1nnc(NC(=O)c2ccco2)s1)Nc1ccc(F)cc1
→ -20	8	6	-9	0	7	1	17
CCOc1ccc(C(=O)NCC(=O)OC(C)C(=O)NCc2ccco2)cc1OCC (stereo not drawn)
→ -3	18	-9	-2	-4	2	-5	4
Cc1cc(C)nc(Nc2ccccc2Br)n1
→ 9	14	-3	-10	11	12	7	10

High-throughput results: PubChem, Sanford-Burnham Center for Chemical Genomics
